Screening results (PubChem)
UHRF1 binding = human UHRF1 methylated DNA binding inhibitors; Q96T88; UHRF1 binding to methylated oligo, TR-FRET; inhibition, % at 4.4 µM; 370,000 tested, 0.75% active; AID 687016; in the data active means inhibition above about 21%;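 further: UHRF1 SRA domain binding a hemimethylated CpG hairpin DNA probe; 0% = median of test compound wells and 100% = reference inhibitor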
proKLK7 act = activates the human kallikrein-7 zymogen | P49862 | purified proKLK7, EDANS-DABCYL substrate fluorescence; 100% is mature enzyme control, 0% vehicle | activation, % at 7 µM | 370,000 tested, 0.9% active | AID 652039;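 active means activation above the mean of all tested compounds plus 3 SD, computed per campaign excluding outliers beyond control limits, cut at about 13% in these data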
DDE Tn7 FP inh = inhibitors of Tn7 peptide binding to human fibrin DD(E) | P02675 | FP displacement of FITC-Tn7 peptide from fibrin DD(E); 0% = median of compound wells per plate | inhibition, % at 8.3 µM | 370,000 tested, 0.13% active | AID 720508;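 active means inhibition above the mean of compounds falling within the control limits plus 3 SD of them, cut at about 14% in these data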;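 further: 0% = plate median of compound wells and 100% = 10 µM Aha-Tn7 peptide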
Target sequence (P02675 whole entry, looked up): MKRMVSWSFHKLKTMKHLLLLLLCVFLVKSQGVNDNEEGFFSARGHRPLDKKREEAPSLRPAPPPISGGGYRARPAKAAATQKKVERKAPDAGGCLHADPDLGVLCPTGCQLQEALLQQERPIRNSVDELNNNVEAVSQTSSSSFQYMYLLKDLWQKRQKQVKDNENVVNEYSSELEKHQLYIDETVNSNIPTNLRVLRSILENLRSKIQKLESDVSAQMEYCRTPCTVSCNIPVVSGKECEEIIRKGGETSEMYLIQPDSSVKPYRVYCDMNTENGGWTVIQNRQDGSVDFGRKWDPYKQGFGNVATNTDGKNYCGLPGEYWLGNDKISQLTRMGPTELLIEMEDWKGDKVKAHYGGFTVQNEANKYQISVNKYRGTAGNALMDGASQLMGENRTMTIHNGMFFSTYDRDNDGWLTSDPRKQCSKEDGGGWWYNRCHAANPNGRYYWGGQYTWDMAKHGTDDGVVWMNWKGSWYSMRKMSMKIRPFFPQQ
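Assay system: human fibrin DD(E). Input: DD(E) 2 µM final. Medium: Tris buffer with calcium and detergent, pH 7.8. Compound dosing: single point at 8.3 µM. Timing: 10 min plus 3 h, room temperature. Technique: fluorescence polarization of the labelled Tn7 tracer. Read-out: percent inhibition. Replicates: singlicate testing.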
Tn6 DDE FP = DD(E)-Tn6 binding inhibition, primary FP screen | inhibition, % at 8.3 µM | 370,000 tested, 0.21% active | Fibrin DD(E) TRITC-Tn6 fluorescence polarization displacement | AID 720509 | P02675;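 active means inhibition above a per-campaign cutoff: mean of compounds within control limits plus 3 SD, cut at about 15% in these data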;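 further: 0% = median of all compound wells on the plate and 100% = blocking peptide control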
MBD2 inh = inhibitors of human MBD2 binding to methylated oligonucleotide; Q9UBB5; TR-FRET; inhibition, % at 4.4 µM; 370,000 tested, 0.31% active; in the data active means inhibition above about 13%
PRMT1 FP inh = inhibitors of human PRMT1. AID 652257. recombinant PRMT1, activity-based probe fluorescence polarization. Q99873. 370,000 tested, 1.3% active. inhibition, % at 2.79 µM;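 active means inhibition above about 21% made by adding two undisclosed values, limit read from the data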
Target sequence (Q99873 whole entry, looked up): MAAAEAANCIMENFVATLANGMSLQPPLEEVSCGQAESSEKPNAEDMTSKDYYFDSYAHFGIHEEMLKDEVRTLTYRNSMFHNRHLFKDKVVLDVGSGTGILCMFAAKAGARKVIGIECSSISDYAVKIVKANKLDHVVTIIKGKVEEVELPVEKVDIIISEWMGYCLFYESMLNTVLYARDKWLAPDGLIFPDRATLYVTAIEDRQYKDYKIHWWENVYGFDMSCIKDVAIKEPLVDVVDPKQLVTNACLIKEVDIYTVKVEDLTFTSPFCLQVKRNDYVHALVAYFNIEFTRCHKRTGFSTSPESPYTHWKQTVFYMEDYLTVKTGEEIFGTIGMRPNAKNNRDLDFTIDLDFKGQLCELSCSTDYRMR
SIAE inh = inhibitors of human sialic acid acetylesterase SIAE; SIAE FP-Rh probe binding, fluorescence polarization; inhibition, % at 9.66 µM; 370,000 tested, 0.69% active; AID 1053197;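 active means inhibition above a cutoff: mean of compounds within the control limits plus 3 SD of those, cut at about 17% in these data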;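 further: 0% = plate median of compound wells and 100% = probe without SIAE protein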
LEDGF integ inh = blocks HIV-1 LEDGF/p75-dependent DNA integration. 370,000 tested, 0.64% active. inhibition, % at 3.7 µM. TR-FRET IN-LEDGF/p75 DNA integration, Eu/Cy5. AID 743269;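 active means inhibition above the screen-wide mean plus 3 SD, cut at about 13% in these data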;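 further: signal is the Cy5 over europium emission ratio at 671 and 618 nm; 0% = plate median of compound wells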
TCR-CD3 inh = inhibitors of human TCR-CD3 interaction | TAMRA-labeled TCR probe fluorescence, biochemical | inhibition, % at 9.4 µM | 360,000 tested, 0.37% active; in the data active means inhibition above about 19%;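 further: recombinant mutant TCR 2C K166C tagged with TAMRA read by polarization; 0% = receptor in buffer alone and 100% = receptor with positive control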
TDP2 inh = blocks human TDP2 phosphodiesterase activity. O95551. recombinant TDP2, T5PNP hydrolysis, p-nitrophenol absorbance 415 nm. inhibition, % at 12.8 µM. 370,000 tested, 0.34% active. AID 720702;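 active means inhibition above the mean of all tested compounds plus 3 SD, set per campaign, cut at about 25% in these data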;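 further: 0% = DMSO with enzyme and 100% = buffer with substrate but no TDP2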
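Test system: human TDP2 enzyme; Input: 120 nM TDP2 per well; Buffer or medium: Mg2+-containing Tris-HCl buffer, pH 7.5; Reagent: 5 mM T5PNP; Dosing: 12.8 µM single point, 1% DMSO; Incubation: reaction 2 h, 37 °C; Detection: p-Nitrophenol epi absorbance; Read-out: % inhibition relative to enzyme-containing and enzyme-free wells; Replicates: single well per compound.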
* = called active by the depositor; · = not tested or not shown.

MBD2 inh | SIAE inh | PRMT1 FP inh | DDE Tn7 FP inh | TCR-CD3 inh | Tn6 DDE FP | proKLK7 act | LEDGF integ inh | TDP2 inh | UHRF1 binding | molecule
-6 | 1 | 2 | -1 | 2 | 3 | 0.4 | 3 | 2 | -1 | CN(C(=O)c1cccc(NC(=O)Cc2cccc(NC(=O)C3CCN(C(=O)c4ccccc4)CC3)c2)c1)C1CCCC1
-2 | 0 | 3 | 0 | -5 | 2 | 1.3 | 0 | -1 | -2 | CCOC(=O)CSC1=C(C#N)C(c2ccc(C)cc2)C(C(=O)OC)C(=O)N1 (stereo not drawn)
-4 | -4 | 0 | 0 | 3 | 2 | 0.1 | 2 | -1 | -1 | Cc1ccc(S(=O)(=O)N(CCCN2CCCC2=O)Cc2cc3c(C)ccc(C)c3[nH]c2=O)cc1
0 | 1 | 0 | 0 | 1 | 1 | 0.0 | -3 | -5 | -1 | COc1cccc(NC(=O)c2ccc(N3C(=O)C4CC=C(C)CC4C3=O)cc2)c1 (stereo not drawn)
-1 | -2 | 2 | -6 | -2 | 5 | 0.1 | -4 | -8 | 4 | NC(=O)C1CCN(C(=O)CSc2ccsc2[N+](=O)[O-])CC1
-4 | -4 | 3 | 6 | -2 | -3 | -0.1 | -2 | -1 | 1 | CCOCCCNC(=O)C(c1ccc(Cl)cc1)N1CCN(C(=O)c2ccco2)CC1 (stereo not drawn)
4 | 1 | 12 | 8 | -164 | 5 | -9.2 | 2 | 4 | 4 | C=CCOn1c(=O)c(-c2cc3ccccc3o2)[n+]([O-])c2ccccc21
2 | 3 | 0 | 0 | -1 | -2 | -0.3 | -4 | 6 | 0 | CN(CC(=O)Nc1cccc(F)c1)C(=O)c1sccc1-c1ccccc1
3 | -4 | 0 | 4 | 6 | 8 | 0.4 | -4 | -5 | -1 | CCN(CC)S(=O)(=O)c1ccc(N2CCOCC2)c(NS(=O)(=O)c2ccc(C)c(C)c2)c1
-6 | -2 | -4 | 3 | 6 | 1 | 0.2 | 3 | -3 | -3 | O=c1ccn([C@@H]2O[C@H](CNCc3cccn3-c3nccs3)[C@@H](O)[C@H]2O)c(=O)[nH]1
1 | -4 | 1 | -2 | -11 | 2 | 0.9 | 0 | 8 | -3 | O=C(COc1ccc(Br)cc1)Nc1ccccc1C(=O)N1CCOCC1
-8 | 9 | 0 | 4 | 16 | -2 | -0.7 | -2 | 13 | -4 | Cn1c(=O)c(C(=O)Nc2ncccc2O)c(O)c2ccccc21
-2 | -8 | 0 | 7 | 9 | 11 | 0.1 | 3 | 2 | 1 | C=C1CCC(C)C(C)(CCC2=CCOC2=O)C/C=C\C=C/1C(=O)O (stereo not drawn)
-6 | -3 | 3 | 1 | 3 | 5 | 0.0 | -4 | -12 | -2 | O=C(CSc1nnc2ccccn12)c1ccccc1
6 | 0 | -3 | -1 | · | -7 | 0.6 | -5 | -3 | 3 | O=C(C1CCCN(S(=O)(=O)c2cccc3ccccc23)C1)N1CCN(Cc2ccccc2)CC1 (stereo not drawn)
0 | 9 | -1 | -7 | 4 | -2 | 0.1 | 5 | 2 | -1 | Cc1cccc(C)c1N1C(=O)c2ccccc2NC(=O)C1C(=O)NCC(C)C (stereo not drawn)
4 | 4 | 2 | 2 | 0 | 6 | -0.6 | -5 | -1 | 2 | Cc1ccc(C(=O)N2CCCCCC2)cc1Br
0 | -3 | -1 | -3 | 4 | -3 | 0.2 | 1 | 1 | -1 | COc1ccc(N2CCN(C(=O)CCNS(=O)(=O)c3ccc4c(c3)CCC(=O)N4)CC2)cc1
-7 | 12 | 4 | 6 | -8 | -10 | 0.3 | 0 | -9 | -2 | Cc1cc(Nc2ccccc2)n(C(=O)c2ccc(Cl)cc2)n1
-5 | 20* | 4 | -7 | 5 | 3 | -0.1 | 6 | 6 | -5 | Cn1ccc2c(N3CCCC3)cc3c(c21)C1CCC3O1 (stereo not drawn)
-4 | -2 | -2 | -6 | -1 | 2 | 0.0 | 3 | 10 | -1 | CCCn1c(SCC(=O)NC(C)(C)C)nnc1-c1ccco1
-3 | 13 | -4 | 1 | -10 | 2 | -0.3 | 3 | 2 | -1 | COCCCNCCOCCOc1c(OC)cccc1OC
-2 | -13 | 5 | -6 | -5 | 0 | 0.2 | 9 | -10 | 1 | N#Cc1c(C(F)(F)F)cc(-c2cccs2)nc1SC(C(=O)O)c1ccccc1 (stereo not drawn)
-9 | 0 | -5 | -8 | 2 | 3 | -0.3 | 0 | -7 | -4 | COc1ccc(NC(=S)N2CCN(CCN3C(=O)c4cccc5cccc(c45)C3=O)CC2)cc1
-5 | 0 | 0 | 0 | 10 | 6 | 0.0 | -3 | 2 | -1 | CC(O)CO (stereo not drawn)
-1 | -2 | 1 | 7 | 1 | -4 | -0.1 | 5 | -8 | 0 | CC(OC(=O)c1ccc(S(=O)(=O)NCc2ccco2)cc1)C(=O)Nc1ccc(Cl)cn1 (stereo not drawn)
-1 | 3 | -2 | 1 | 0 | -2 | -0.7 | 1 | -17 | 3 | C=CC(=O)Nc1ccc(Br)cc1
-1 | -8 | -1 | -4 | 12 | 3 | 0.3 | 8 | -16 | 1 | COc1ccc(N2CCN(C(=O)CCC(=O)N3CCOc4ccc(Cl)cc43)CC2)cc1
4 | -3 | 3 | 4 | -9 | 1 | 0.6 | -4 | -4 | 3 | O=C(O)c1ccc(/C=N/NC(=O)C2CC2(c2ccccc2)c2ccccc2)cc1 (stereo not drawn)
-3 | -3 | -1 | -3 | 1 | 5 | -0.7 | -1 | -14 | -3 | COc1cccc(CCNC(=O)C2CCC(=O)N(Cc3cccc(OC)c3)C2)c1 (stereo not drawn)
2 | -4 | 2 | 2 | -1 | 0 | -0.3 | 0 | -10 | -1 | O=C1CN(C(=O)c2ccccc2)C(c2ccccc2)c2cc(F)ccc2N1 (stereo not drawn)
3 | 4 | 1 | 8 | 8 | 5 | 0.0 | 2 | 8 | 6 | NC(=O)COc1ccc(-n2cnnn2)cc1
5 | 0 | 0 | -4 | 1 | -1 | 13* | -1 | 2 | 5 | COc1cc(OC)c(-c2nnc(-c3ccc(OC)c(OC)c3OC)o2)cc1OC
0 | 3 | 5 | -3 | 1 | -4 | 0.8 | -5 | 4 | 0 | CCOC(=O)c1[nH]c2ccccc2c1NC(=O)c1ccc(S(=O)(=O)N(C)C)cc1
-3 | -14 | -2 | -2 | 7 | 0 | -0.5 | -2 | 5 | -4 | CC(C)OCCCNC(=O)CCc1nc(-c2ccccc2)no1
-5 | 0 | 1 | 5 | -1 | -2 | 0.1 | 0 | 10 | 10 | O=C(Cn1cc(C(F)(F)F)cc(Cl)c1=O)NCCc1ccccc1

Taken from the results shown (2 entries):
MBD2 inh | SIAE inh | PRMT1 FP inh | DDE Tn7 FP inh | TCR-CD3 inh | Tn6 DDE FP | proKLK7 act | LEDGF integ inh | TDP2 inh | UHRF1 binding | molecule
-3 | -14 | -2 | -2 | 7 | 0 | -0.5 | -2 | 5 | -4 | CC(C)OCCCNC(=O)CCc1nc(-c2ccccc2)no1
-5 | 0 | 1 | 5 | -1 | -2 | 0.1 | 0 | 10 | 10 | O=C(Cn1cc(C(F)(F)F)cc(Cl)c1=O)NCCc1ccccc1

(cont.)
MBD2 inh | SIAE inh | PRMT1 FP inh | DDE Tn7 FP inh | TCR-CD3 inh | Tn6 DDE FP | proKLK7 act | LEDGF integ inh | TDP2 inh | UHRF1 binding | molecule
-6 | 0 | -5 | 5 | 0 | 5 | -0.3 | 0 | 2 | -2 | Cn1cccc1/C=C1\SC(=O)N(c2ccccc2)C1=O
2 | 6 | 0 | 3 | 4 | -2 | 0.3 | 0 | 9 | -1 | Cc1cccc(NS(=O)(=O)c2ccc(C(=O)N3CCC3)cc2)c1C
1 | -97 | -5 | -7 | 45* | -2 | 18* | -3 | -2 | -3 | COc1ccccc1NS(=O)(=O)c1cccc(C(=O)N/N=C/c2cn(-c3ccccc3)nc2-c2ccccc2)c1
7 | -3 | 5 | -3 | -7 | -1 | 1.1 | -2 | 0 | 5 | CC(C)(C)OC(=O)N1CCC2(CC1)C(C#N)=C(N)OC1=C2C(=O)CCC1
2 | -17 | -1 | -8 | -6 | 1 | -0.8 | 0 | -10 | 0 | O=C(COc1ccc(/C=N/NC(=O)c2ccncc2)cc1)Nc1cccc([N+](=O)[O-])c1
-4 | 10 | 7 | 0 | -12 | -1 | -1.5 | 1 | -8 | 2 | Cc1ccc(C)c(N2CCN(C(=O)c3ccc(Cn4c(=S)[nH]c5ccc(N6CCOCC6)cc5c4=O)cc3)CC2)c1
3 | -2 | 0 | -5 | 0 | -5 | -0.3 | -1 | 11 | -2 | CCOC(=O)CC(=O)CSc1nc2c(sc(=S)n2-c2ccc(C)c(C)c2)c(=O)[nH]1
-4 | 7 | -4 | 8 | -4 | 6 | -0.6 | -4 | 7 | -2 | COC(=O)C1CCN(C(=O)c2ccc(OC3CCN(Cc4ccccn4)CC3)cc2)CC1
-2 | -6 | 2 | 3 | 3 | 2 | 0.3 | 3 | -13 | 0 | CC(Sc1nnc(-c2ccco2)n1C)C(=O)N(C)C1CCCCC1 (stereo not drawn)
1 | 3 | -1 | -8 | -2 | 1 | 1.3 | 1 | -2 | -4 | COc1ccc(C(=O)N/N=C/c2c(C)nn(-c3ccccc3)c2OC)cc1
-3 | 10 | -1 | 0 | 4 | 9 | -0.2 | -6 | -2 | -1 | Cc1cc(-c2ccc(NC(=O)[C@@H]3CCCC[C@@H]3C(=O)O)c(C)c2)ccc1NC(=O)[C@@H]1CCCC[C@@H]1C(=O)O
2 | -5 | -1 | -7 | -2 | -6 | 12 | 10 | -1 | 1 | COc1ccc(OC)c(/C=N/Nc2nc(C)cc(=O)[nH]2)c1
4 | -2 | -2 | 1 | -1 | 7 | 0.8 | -2 | 10 | 2 | CC(=O)c1cccc(NC(=O)N2CCCC2C(=O)NCCC(C)C)c1 (stereo not drawn)
-5 | 0 | -6 | -2 | 2 | -3 | -0.5 | 0 | 4 | 1 | COc1ccc2c(-c3cc4ccc(OCc5ccc(F)cc5)cc4oc3=O)cc(=O)oc2c1
1 | -2 | 1 | 0 | 2 | 0 | 0.2 | -3 | 8 | -1 | CN1OC[C@@H]2CN(Cc3cc(Cl)cc(Cl)c3)[C@H](c3cccc(-c4ccccc4)c3)C[C@@H]21
-6 | -4 | -1 | 2 | 0 | -1 | 0.3 | 2 | 10 | -1 | COC(=O)c1ccc(Oc2coc3cc(OCc4ccc([N+](=O)[O-])cc4)ccc3c2=O)cc1
2 | -3 | 0 | -9 | 3 | -4 | 0.9 | -3 | -6 | 1 | Cc1noc(C)c1NC(=O)Nc1ccc2c(c1)C(=O)N([C@@H](C)CO)C[C@@H](C)[C@@H](CN(C)Cc1ccc3c(c1)OCO3)O2
2 | 7 | -1 | -3 | 2 | -6 | -5.1 | 2 | 9 | -2 | O=C(Nc1nnc(-c2ccncc2)o1)C1CCCCC1
10 | 6 | 5 | 0 | 0 | -3 | 0.5 | -1 | 11 | 7 | S=C(c1cccs1)N1CCCC1
